# Screening results from PubChem BioAssay.
# GPR151 activ: activators of human GPR151, primary screen, cell-based, PathHunter beta-arrestin, luminescence; G-protein coupled receptor 151 (Homo sapiens), Q8TDV0; PathHunter beta-arrestin GPR151 cells; activation, % at 11.2 µM; 650,000 tested, 1% active; AID 1508602, 2020; in the data active = activation above about 4.9%;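 also: 0% = median of compound wells and 100% = cells with positive control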
# Target sequence (Q8TDV0 whole entry, looked up): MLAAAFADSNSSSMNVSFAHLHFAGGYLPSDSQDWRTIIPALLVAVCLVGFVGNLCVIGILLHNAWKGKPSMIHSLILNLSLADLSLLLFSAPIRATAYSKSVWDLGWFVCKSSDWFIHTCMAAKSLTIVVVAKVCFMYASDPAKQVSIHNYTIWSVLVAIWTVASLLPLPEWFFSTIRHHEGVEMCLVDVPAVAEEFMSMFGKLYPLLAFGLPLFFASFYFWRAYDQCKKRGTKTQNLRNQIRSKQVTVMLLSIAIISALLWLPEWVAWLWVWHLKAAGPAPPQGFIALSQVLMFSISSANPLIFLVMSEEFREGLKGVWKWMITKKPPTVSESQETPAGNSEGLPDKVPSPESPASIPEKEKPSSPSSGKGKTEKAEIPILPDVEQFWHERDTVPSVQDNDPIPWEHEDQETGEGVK
# FBW7 activator: FBW7 E3 ligase activators, primary screen, biochemical, AlphaScreen, human. AlphaScreen FBW7–phospho-cyclin E peptide binding, activator screen. normalized activity (activation), % at 26.1 µM. 650,000 tested, 0.13% active. AID 1259310, 2017; in the data active = normalized activity above about 1.9%;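 also: purified mutant Fbw7 with reduced substrate affinity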
# MITF primary: MITF inhibitors, primary screen, biochemical, AlphaScreen, human; AlphaScreen MITF homodimerization, bead proximity signal; 650,000 tested, 0.91% active; inhibition, % at 2.6 µM; in the data active = inhibition above about 50%;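 also: 0% = vehicle wells with protein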
# Target sequence (O75030 whole entry, looked up): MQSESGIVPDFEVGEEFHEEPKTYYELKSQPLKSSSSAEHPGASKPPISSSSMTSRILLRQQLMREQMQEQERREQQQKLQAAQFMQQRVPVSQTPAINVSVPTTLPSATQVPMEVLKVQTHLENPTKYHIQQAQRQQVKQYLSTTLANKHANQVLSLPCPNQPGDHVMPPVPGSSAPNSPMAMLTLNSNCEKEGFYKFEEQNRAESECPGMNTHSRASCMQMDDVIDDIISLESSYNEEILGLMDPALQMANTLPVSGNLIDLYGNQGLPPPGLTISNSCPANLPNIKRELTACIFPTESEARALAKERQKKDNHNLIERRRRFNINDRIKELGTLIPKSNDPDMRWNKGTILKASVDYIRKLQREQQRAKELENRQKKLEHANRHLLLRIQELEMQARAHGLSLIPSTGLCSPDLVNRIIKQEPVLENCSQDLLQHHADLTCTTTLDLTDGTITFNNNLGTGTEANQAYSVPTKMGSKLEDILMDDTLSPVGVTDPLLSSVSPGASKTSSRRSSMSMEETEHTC
# TEAD-YAP inh: TEAD-YAP interaction inhibition, primary screen, TEAD-YAP interaction inhibitor project, luminescence, HEK-TIYL cells. TEAD-Gal4/YAP UAS-luciferase luminescence. inhibition, % at 9.12 µM. 640,000 tested, 1.4% active; in the data active = inhibition above about 32%;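 also: 0% = median of test compound wells and 100% = reference inhibitor wells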
# Active calls of the source: *.
SMILES,GPR151 activ,FBW7 activator,MITF primary,TEAD-YAP inh
COc1ccc(C(=O)Nc2ccc3oc(-c4cc(Br)ccc4Cl)nc3c2)cc1Br,-0.2,0.1,-1,7
CCOc1ccc2[nH]c(=O)c(C(c3nnnn3C3CCCCC3)N3CCOCC3)cc2c1 (centres undefined),4.6,0.0,8,5
CC(C)(C)C1(OCBr)C(=O)C=NN=CN1Cc1ccccc1 (centres undefined),0.5,0.1,4,5
CCC(C)NC(=O)Cc1c(C)nc2cc(-c3ccccc3)nn2c1C (centres undefined),-0.2,0.0,0,-7
CCN1C(=O)C(=Cc2nc3ccc(I)cc3c(=O)n2-c2cccc([N+](=O)[O-])c2)c2ccccc21,-3.1,0.1,2,5
COC(=O)c1ccccc1NC(=O)c1ccc(N2CC3CC(C2)c2cccc(=O)n2C3)c(NC(=O)Cc2c(F)cccc2Cl)c1 (centres undefined),-0.3,0.6,4,4
CC1=CC=CN2C(=O)C(Cc3ccc(Br)cc3)(NC(=O)c3ccccc3)N=C12 (centres undefined),-0.6,0.0,0,3
CCOC(=O)c1sc2ncnc(N3CCN(CC)CC3)c2c1C,-1.2,0.0,4,0
COc1cccc2c(Nc3ccccc3)cc(C)nc12,0.4,0.2,3,3
CCc1nnc(NC(=O)c2ccc(-c3ccc(F)cc3)o2)s1,0.9,0.0,5,-8
CCCC/C(CC)=N\NC(=O)c1cc([N+](=O)[O-])cc([N+](=O)[O-])c1,4.4,0.1,12,10
CCn1c(=O)cc(SCC(=O)Nc2ccc(Cl)cn2)c2ccccc21,-0.4,0.4,31,12
NCC12CCC3CC(CC(C3)C1)C2,-0.3,0.0,4,2
O=C(COc1cccc2ccccc12)NNC(=O)C1CCCO1 (centres undefined),0.5,0.7,12,12
Cc1nn(CC(=O)OC(C)C(=O)Nc2ccccc2[N+](=O)[O-])c(C)c1[N+](=O)[O-] (centres undefined),0.9,-0.2,-5,2
COc1ccc(Cl)cc1NC(=O)c1ccccc1N(C)S(C)(=O)=O,-0.2,1.1,14,5
Cc1ccc(-c2cc(C(=O)O)c3cccc(Cl)c3n2)c(C)c1,0.0,0.1,4,-2
COc1ccccc1CNS(=O)(=O)c1ccc(F)c(C(=O)Nc2ccc(C(C)C)cc2)c1,0.8,0.1,-4,-4
O=C(CN(c1cccc([N+](=O)[O-])c1)S(=O)(=O)c1ccccc1)NCCSCc1ccccc1Cl,0.4,0.0,-5,20
O=C(O)c1ccccc1-c1ccccc1/C=N/O,0.2,0.2,14,1
O=C(Cn1cnc2ccc(Br)cc2c1=O)OC1CCCCC1,0.2,-0.1,-5,-11
c1ccc2sc(N3N=NC4CCCC43N3CCOCC3)nc2c1 (centres undefined),-1.8,0.1,14,-12
Cn1nccc1Nc1nccc(NCc2ccccc2)n1,0.6,0.1,22,-19
CCC(C)(C(=O)Nc1ccc2c(c1)OCCO2)N(C(C)=O)c1ccc(C(N)=O)cc1 (centres undefined),0.7,-0.1,3,1
COc1cc(C=O)ccc1O/C(=C\C#N)c1cccc([N+](=O)[O-])c1,-1.0,0.5,-1,14
O=C(NC1CCN(Cc2ccccc2)CC1)c1ccnc(NCCCN2CCCC2=O)c1,-1.0,0.1,-6,-6
O=C(NC1CCCc2ccccc21)C1CCC(CNc2c(N3CCCCC3)c(=O)c2=O)CC1 (centres undefined),-1.2,0.0,1,-1
Fc1ccc(F)c(CN2CCOCC2)c1,0.1,0.5,-2,4
CCCCn1c(SCC(=O)NCc2ccc(C)cc2)nc2ccsc2c1=O,-0.6,0.5,2,-2
O=C(CCn1cnc2ccccc21)NC1(c2ccc(F)cc2)CCCC1,1.0,0.0,7,5
C#CCOc1ccc(Cl)cc1/C=N/n1c(N)nc(C(F)(F)F)cc1=O,0.8,0.2,3,10
CC(=O)c1c(C)[nH]c(C(=O)Nc2ccc(C)cc2Br)c1C,1.5,-0.1,8,-52
O=C(N/N=C/c1cccc([N+](=O)[O-])c1)c1ccco1,0.7,0.3,16,-20
COC(=O)c1sc(NC(=O)C2CCCO2)c(C(=O)OC)c1C (centres undefined),1.1,0.0,-10,5
COc1cc(=O)n2c(c1C(=O)N1CCSCC1)CCN(Cc1cc(C)ccc1C)CC2,-0.6,0.2,15,8
Cc1nn(C)c(C)c1-c1cc(Nc2ccccc2)nc(N)n1,-0.6,-0.1,6,-8
CCOC(=O)C1(CS(C)(=O)=O)OC(=O)C(O)=C1S(C)(=O)=O (centres undefined),0.3,0.1,10,3
CCOC(=O)N1CCc2c(sc(NCc3cccc(OC)c3)c2C(=O)Nc2ccc(OCC)cc2)C1,1.2,-0.1,-1,-6
Fc1ccc(-c2nc3sc(-c4ccc(F)cc4)nc3s2)cc1,1.2,0.0,5,1
Fc1ccc(-c2nnc3ccc(N4CCC(c5ccccc5)C4)nn23)cc1 (centres undefined),-0.2,-0.3,4,2
O=C(Nc1cc(F)cc(F)c1)c1ccc([N+](=O)[O-])cc1,-0.1,0.0,13,4
COc1cc(CC(=O)Oc2ccc3c(c2)OCO3)cc(OC)c1OC,2.4,-0.3,-14,6
CCOC(=O)C1CN(S(=O)(=O)c2ccc(OC)cc2)c2ccccc2O1 (centres undefined),6.5*,-0.1,-9,2
Cc1nnc(SCC(=O)n2c3c(c4ccccc42)CCCC3)n1C,-1.1,0.6,17,11
Cc1ccc(Nc2c(N)c(=O)oc3ccccc23)cc1,17*,0.1,8,-10
COc1cccc(NC(=O)c2ccc(S(=O)(=O)NCc3ccccc3)cc2)c1,-0.2,0.2,11,10
Cn1c(CCCOCCC#N)nc2ccccc21,-1.6,0.0,-2,-9
CCOc1ccccc1CN1CCN(Cc2ccc(N3CCNC3=O)cc2)CC1CCO (centres undefined),0.3,0.0,7,-15
CCOC(=O)CC(=O)CSc1nc2c(sc(=S)n2-c2ccc(OCC)cc2)c(=O)n1-c1ccc(F)cc1,0.3,0.2,25,-3
Cc1nnc(NC(=O)CSc2cn(Cc3ccccc3Cl)c3ccccc23)s1,0.4,0.0,10,-9
CC(=C\c1sc2oc3ccccc3c2[n+]1CCO)/C=C1/Sc2oc3ccccc3c2N1CCO,-1.2,0.0,-8,-1
CCc1ccccc1NC(=O)c1c[nH]c2c(c(C)nn2-c2ccccc2)c1=O,-0.8,0.8,-2,9
CC(=O)Nc1nc2ccc(NC(=O)c3nn(C)cc3[N+](=O)[O-])cc2s1,0.0,0.1,11,-18
Cc1ccc(-c2nnc(Nc3ccc(Br)cc3)c3ccccc23)cc1S(=O)(=O)N1CCCCC1,0.9,-0.1,3,4
Cc1nn(C)c(C)c1CN(C1CC1)C1CCC(=O)N(Cc2ccc3ccccc3c2)CC1 (centres undefined),0.1,0.0,-21,-1
Cc1ccc(S(=O)(=O)Nc2ccc(O)c(C(C)C)c2)cc1,1.1,0.2,-5,3
O=C(c1cccc2ncccc12)N1CC[C@@H](c2ccccc2)[C@H](O)C1,2.7,0.1,12,8
C(=Nc1ccccc1)c1ccc(N2CCOCC2)cc1,2.5,-0.6,3,6
c1ccc(C[n+]2ccc(-c3nc4ccccc4s3)cc2)cc1,0.9,-0.2,-5,0
N#Cc1ccc(C(=O)OCC(=O)c2ccc(Br)s2)cc1,0.3,-0.2,-13,6
# (cont.)
SMILES,GPR151 activ,FBW7 activator,MITF primary,TEAD-YAP inh
CCC(Oc1ccccc1)C(=O)Nc1cc(C)ccn1 (centres undefined),0.7,-0.1,12,8
COc1ccc(C)cc1S(=O)(=O)NCc1ccccc1Cl,-1.4,0.4,-8,4
O=C/C(=C\Nc1ccc(Br)cc1)c1nc2ccccc2o1,1.3,0.1,4,-4
Cc1nn(C(=O)c2ccc(Cl)cc2)c(C)c1Cl,-0.3,-0.1,17,-8
Cc1cccc(NC(=O)c2cc(Cl)sc2Cl)n1,-1.9,-0.1,-3,-44
CCOc1ccccc1C(=O)NCC(=O)OCc1cc(C(C)=O)ccc1OC,0.6,-0.1,-8,1
CCOC(=O)C1=C(C)N=c2s/c(=C\c3ccc(-c4ccc(C)cc4[N+](=O)[O-])o3)c(=O)n2C1c1ccc(C)cc1 (centres undefined),-1.4,0.1,-6,-2
Cc1ccc(-n2ncc3c(NCc4cccnc4)ncnc32)c(C)c1,8.5*,0.1,6,2
CC(=O)c1c(C(=O)O)c2ccccc2[nH]c1=O,1.3,-0.1,-4,-1
CCn1c(SCC(=O)NC2CCCCC2)nnc1C(CO)NC(=O)c1ccccc1 (centres undefined),-0.6,0.3,6,0
O=C1NC(c2cccc(Br)c2)C(C(=O)c2cccs2)C(O)(C(F)(F)F)N1 (centres undefined),0.8,-0.1,19,5
COc1ccc(OC)c(CN2CCC3(CCC(CNC(=O)C(C)C)O3)CC2)c1 (centres undefined),-0.8,-0.2,-1,-2
COc1ccccc1Nc1nc(-c2ccc(Br)cc2)cs1,-0.4,-0.2,5,-15
CC(C)(C)n1nnc(-c2ccccc2)n1,-1.8,0.0,1,3
CC(=O)c1cccc(Nc2nc(-c3ccc(O)c(O)c3)cs2)c1,-1.0,-0.2,24,10
COCC(C)NC(=O)c1cnc2sccn2c1=O (centres undefined),-0.9,0.6,16,2
CCCCC(C(=O)Nc1cccc(C)c1)N1C(=O)C2C3c4ccccc4C(c4ccccc43)C2C1=O (centres undefined),-1.0,0.1,-6,-2
C#CCOc1ccc2c(c1)c(C(=O)OCC)c(C)n2-c1ccccc1,1.2,0.0,3,-5
C/C(CC(=O)NCc1ccco1)=N\NC(=O)COc1ccc(Cl)cc1Cl,-0.7,-0.1,-7,-4
COCCN(Cc1cc2cc(C)cc(C)c2nc1Cl)C(C)=O,1.5,0.0,9,-4
COc1cc(NC(=O)c2cnc(Br)s2)cc(OC)c1OC,-0.7,-0.1,5,1
COc1ccc(-c2cc(N)n(S(=O)(=O)c3ccccc3)n2)c(OC)c1,6.9*,0.0,1,-19
CCn1c(CN2CCC(C)CC2)nc2c1c(=O)n(C)c(=O)n2C,-0.5,0.2,6,16
COc1ccc(N2CC(C(=O)OCC(=O)Nc3cccc(C)c3C)CC2=O)cc1 (centres undefined),0.5,0.7,8,4
Cc1ccc(C(C)C)c(OCC(=O)NNC(=O)CCN2C(=O)c3ccccc3C2=O)c1,-1.8,0.6,-10,14
CC1(C)CC(N2CN(C3CCCCC3)CC2=O)CC(C)(C)N1,0.0,-0.1,2,-3
COc1ccc(-c2nc3c(Nc4ccc(N5CCOCC5)cc4)ncnc3n2C(C)C)cn1,1.5,-0.2,13,-4
CCOc1ccc(NC(=O)N(Cc2cccnc2)Cc2ccco2)cc1,1.1,0.1,-29,-10
COc1ccc(OCC(=O)N/N=C/c2cccc([N+](=O)[O-])c2)cc1,-0.1,0.0,-5,1
Cc1nnn(C23CC4CC(CC(C(=O)NCc5ccc6c(c5)OCO6)(C4)C2)C3)n1,0.3,-0.1,5,2

# Ordered by SMILES length (descending): part of the list above
SMILES,GPR151 activ,FBW7 activator,MITF primary,TEAD-YAP inh
Cc1nnn(C23CC4CC(CC(C(=O)NCc5ccc6c(c5)OCO6)(C4)C2)C3)n1,0.3,-0.1,5,2
Cc1ccc(C(C)C)c(OCC(=O)NNC(=O)CCN2C(=O)c3ccccc3C2=O)c1,-1.8,0.6,-10,14
COc1ccc(-c2nc3c(Nc4ccc(N5CCOCC5)cc4)ncnc3n2C(C)C)cn1,1.5,-0.2,13,-4
COc1ccc(N2CC(C(=O)OCC(=O)Nc3cccc(C)c3C)CC2=O)cc1 (centres undefined),0.5,0.7,8,4
COc1ccc(OCC(=O)N/N=C/c2cccc([N+](=O)[O-])c2)cc1,-0.1,0.0,-5,1
COc1ccc(-c2cc(N)n(S(=O)(=O)c3ccccc3)n2)c(OC)c1,6.9*,0.0,1,-19
C/C(CC(=O)NCc1ccco1)=N\NC(=O)COc1ccc(Cl)cc1Cl,-0.7,-0.1,-7,-4
C#CCOc1ccc2c(c1)c(C(=O)OCC)c(C)n2-c1ccccc1,1.2,0.0,3,-5
CCn1c(CN2CCC(C)CC2)nc2c1c(=O)n(C)c(=O)n2C,-0.5,0.2,6,16
CC1(C)CC(N2CN(C3CCCCC3)CC2=O)CC(C)(C)N1,0.0,-0.1,2,-3
COCCN(Cc1cc2cc(C)cc(C)c2nc1Cl)C(C)=O,1.5,0.0,9,-4
COc1cc(NC(=O)c2cnc(Br)s2)cc(OC)c1OC,-0.7,-0.1,5,1
COc1ccccc1Nc1nc(-c2ccc(Br)cc2)cs1,-0.4,-0.2,5,-15
COCC(C)NC(=O)c1cnc2sccn2c1=O (centres undefined),-0.9,0.6,16,2
CC(C)(C)n1nnc(-c2ccccc2)n1,-1.8,0.0,1,3

# Other structures:
SMILES,GPR151 activ,FBW7 activator,MITF primary,TEAD-YAP inh
CCc1cccc2c(C#N)cn(CC(=O)NC(C)C)c12,-0.6,0.1,6,4
COc1ccc(C(c2sc3ncnn3c2O)N2CCOCC2)cc1 (centres undefined),1.7,-0.4,2,-1
COc1ccc(-c2csc(NC(=O)c3cccc(C(F)(F)F)c3)n2)cc1,0.7,0.1,3,4
CC(C)(C)C(=O)CC(=O)Nc1cc([N+](=O)[O-])ccc1Cl,0.5,0.0,-3,-3
O=C(O)CCC(=O)N1N=C(c2cccs2)CC1c1ccccc1F (centres undefined),3.2,0.1,-1,-3
O=[N+]([O-])c1ccc(N2CCNCC2)cc1NCc1ccccc1,1.1,0.0,10,1
O=C(CCC(=O)N1CCSc2ccccc21)NCc1ccccc1Br,-0.6,-0.1,1,-5
Cc1cc(C)c2c(c1)-c1c(ssc1=S)C(C)(C)N2C(=O)CSc1nncn1C,1.2,-0.1,-13,13
CCCC(=O)Nc1ccccc1NC(=O)c1ccc(Br)o1,-0.6,0.0,14,5
